Yfh1-off respiration = enhancers of respiration in Yfh1-depleted yeast, dose response, Friedreich's ataxia, plus single-dose screen (AID 1465); 220,000 tested, 0.074% active; S. cerevisiae Yfh1-off respiration, WST-1 reduction, 72 h; higher fold induction means a stronger effect; one-dose fold induction at 50 µM; EC50 in µM for titrated hits;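 active means fold induction of absorbance versus untreated yeast above a set limit, then at least 30% activation at any dose in follow-up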;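 further: activators that raise dye reduction in frataxin-depleted yeast; strong numbers were not always called active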
NOD1 NF-kB reporter = NOD1 signaling inhibitors, primary screen, cell-based, luminescence, uHTS (AID 1578); NOD1-driven NF-kB luciferase reporter cells, luminescence; higher % means a stronger effect; 290,000 tested, 1% active; one-dose inhibition, % at 4 µM; EC50 in µM for titrated hits; in the data active means inhibition mostly above about 36%, no sharp cut-off; inactive means mostly below about 34%;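 further: HEK-293T reporter cells stimulated with the NOD1 agonist gamma-tri-DAP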
NOD2 inhibition = NOD2 signaling inhibitors, cell-based, luminescence, uHTS, HEK293 (AID 1566) | HEK293 NOD2/NF-kB luciferase reporter, luminescence; higher % means a stronger effect | inhibition, % at 4 µM; hits with a dose series show EC50 in µM | 290,000 tested, 0.63% active; further: many of its hits are not listed in these tables
Dengue-2 NS5 capping = Dengue-2 NS5 methyltransferase inhibitors, primary screen, biochemical, confirmation dose response (AID 588689) | Genome polyprotein (Dengue virus type 2 (strain 16681-PDK53)) | Dengue-2 NS5 methyltransferase capping enzyme assay, biochemical; higher % means a stronger effect | one-dose inhibition, % at 25 µM; IC50 in µM for titrated hits | 340,000 tested, 0.3% active; in the data active means a potency from the dose series
KOR beta-arrestin-1 = KOR antagonists, beta-arrestin recruitment, cell-based, luminescence, uHTS (AID 1778) | Kappa-type opioid receptor (Homo sapiens) | KOR beta-arrestin recruitment, luminescence, antagonist mode; higher % means a stronger effect | one-dose inhibition, % at 10 µM; IC50 in µM for titrated hits | 290,000 tested, 0.091% active; further: strong numbers were not always called active
HIV peptide binding = inhibitors of HIV fusion peptide binding, primary screen, biochemical, uHTS, fluorescence dequenching (AID 1986). cell-free peptide binding, fluorescence dequenching, 30 min; higher % means a stronger effect. one-dose inhibition, % at 20 µM; IC50 in µM for titrated hits. 290,000 tested, 0.3% active; in the data active means inhibition mostly above about 52%, no sharp cut-off; inactive means mostly below about 76%; further: some results filed as inactive read as strong as hits
West Nile virus CPE = West Nile virus antiviral activity, cell-based, CPE readout (AID 1621); 290,000 tested, 0.02% active; CPE inhibition, % at 10 µM; hits with a dose series show IC50 in µM; West Nile virus-infected cells, CPE inhibition; higher % means a stronger effect; in the data active means a potency from the dose series; further: strong numbers were not always called active
AID2073 = inhibitors of Mint1-CaV2.2 protein interaction, biochemical, HTRF (AID 2073); 290,000 tested, 0.19% active; one-dose inhibition, % at 20 µM; IC50 in µM for titrated hits; Voltage-dependent N-type calcium channel subunit alpha-1B (Homo sapiens); HTRF protein-protein interaction, Mint1-CaV2.2; higher % means a stronger effect; in the data active means inhibition mostly above about 51%, no sharp cut-off; further: some results filed as inactive read as strong as hits
KOR beta-arrestin-2 = KOR agonists, beta-arrestin recruitment, primary screen, cell-based, luminescence, uHTS (AID 1777); Kappa-type opioid receptor (Homo sapiens); KOR beta-arrestin recruitment, luminescence; higher % means a stronger effect; activation, % at 10 µM; hits with a dose series show EC50 in µM; 280,000 tested, 0.02% active; in the data active means activation above about 50%, passing the limit was not always enough; further: a part of the inactive calls stands beside numbers as strong as those of hits
Dengue-2 NS5 capping pilot replicate = recorded beside Dengue-2 NS5 capping, whose call it bears; inhibition, %; measured here: pilot screen replicate inhibition
* = called active by the depositor; i = inactive; nt = not tested or not shown; & = joins results of further samples; [ ] = remark or other dose. Unless noted, no stated cut-off is given here; in the data, active means inhibition above about 50%; inactive means the rest. This is a subset. The share of hits here may be higher or lower than overall.

Start of the data: the first four entries (preview)
SMILES	Yfh1-off respiration	NOD1 NF-kB reporter	NOD2 inhibition	Dengue-2 NS5 capping	KOR beta-arrestin-1	HIV peptide binding	West Nile virus CPE	AID2073	KOR beta-arrestin-2	others
O=C(Nc1ccnn1C1CCN(Cc2cccc(OCCO)c2)CC1)C1CCCC1	nt	-22%	3%	-6%	9%	0.9%	-0.4%	4%	1.4%
CC(=O)OCC(=O)c1c[nH]c2ccccc12	i	-32%	3%	-5%	8%	4.5%	-0.4%	8%	1.7%
CCOC(=O)C1(Cc2ccc(OC)cc2)CCN(C(=O)CN2CCOC2=O)CC1	i	-20%	-18%	-9%	23%[20 µM]	1.8%	-0.3%	-2%	-1.3%
CC(C)Cn1c(N)c(C(=O)COC(=O)c2ccccc2Cl)c(=O)n(C)c1=O	i	-13%	9%	-11%	0%	-1.0%	-1.7%	-2%	-5.5%

Results, from the start:
SMILES	Yfh1-off respiration	NOD1 NF-kB reporter	NOD2 inhibition	Dengue-2 NS5 capping	KOR beta-arrestin-1	HIV peptide binding	West Nile virus CPE	AID2073	KOR beta-arrestin-2	others
O=C(Nc1ccnn1C1CCN(Cc2cccc(OCCO)c2)CC1)C1CCCC1	nt	-22%	3%	-6%	9%	0.9%	-0.4%	4%	1.4%
CC(=O)OCC(=O)c1c[nH]c2ccccc12	i	-32%	3%	-5%	8%	4.5%	-0.4%	8%	1.7%
CCOC(=O)C1(Cc2ccc(OC)cc2)CCN(C(=O)CN2CCOC2=O)CC1	i	-20%	-18%	-9%	23%[20 µM]	1.8%	-0.3%	-2%	-1.3%
CC(C)Cn1c(N)c(C(=O)COC(=O)c2ccccc2Cl)c(=O)n(C)c1=O	i	-13%	9%	-11%	0%	-1.0%	-1.7%	-2%	-5.5%
Cc1ccccc1OCC(=O)Nc1cccc(C(=O)O)c1	i	92%*	-132%	-5%	-24%	1.5%	1.5%	-5%	-4.2%
Cc1cccc(NC(=O)C2C3CCCCC32)c1 (configuration not stated)	nt	-46%	-26%	-8%	-41%[20 µM]	0.3%	-0.7%	8%	-2.0%
O=C(CN1C(=O)COc2ccc(S(=O)(=O)N3CCOCC3)cc21)NCc1ccccn1	i	3%	10%	0%	-16%	-0.6%	0.1%	4%	10%
CC(C)(c1ccccc1)c1ccc(OCC2CO2)cc1 (configuration not stated)	nt	-31%	-11%	0%	-29%	0.0%	-0.5%	10%	0.4%
COc1ccc(-c2cc(C(=O)Nc3cnn(Cc4ccccc4C)c3)no2)cc1OC	i	3%	-24%	-2%	-24%	1.3%	0.3%	27%	1.3%
CCCN(C(=O)COC(=O)C12CCC(=O)N1c1ccccc1S2)c1c(N)n(Cc2ccccc2)c(=O)[nH]c1=O (configuration not stated)	nt	-7%	-11%	-5%	-1%	0.2%	-0.3%	11%	2.2%
COc1cccc(NC(=O)c2c([N+](=O)[O-])cnn2C)c1	nt	-55%	-5%	2%	0%	-0.6%	-0.1%	-1%	-3.5%	Dengue-2 NS5 capping pilot replicate=-2.5
O=c1cc(CSc2nc3ccccc3[nH]2)c2ccccc2[nH]1	i	18%	-7%	-1%	32%	-3.6%	0.2%	-5%	-8.5%
COc1cccc(/C=N/Nc2nnc(C)n2N)c1O	nt	-8%	22%	-3%	34%	1.2%	0.8%	-4%	-3.1%
Cc1ccc(C)c(NC(=O)CSc2nnc(CCCCCNC(=O)OC(C)(C)C)o2)c1	i	18%	-11%	-9%	6%	-0.9%	0.1%	11%	0.6%	Dengue-2 NS5 capping pilot replicate=0.2
COc1cc(NS(=O)(=O)c2ccc(NC(=O)c3ccc(S(=O)(=O)N4CCCCC4)cc3)cc2)ncn1	i	-32%	3%	-1%	17%	18%	0.5%	13%	-3.3%
CCOC(=O)C(CCOc1cccc(CC)c1)C(=O)OCC	i	8%	0%	6%	-3%	-0.1%	-0.1%	2%	-9.2%
O=C(Nc1ccccc1Cl)N1CCN(c2ccc3nnc(-c4ccccc4)n3n2)CC1	i	-40%	12%	-4%	-39%	2.0%	0.7%	3%	-0.6%
Cc1onc(-c2ccccc2)c1C(=O)N1CCCSC1=Nc1ccccc1	i	8%	0%	11%&-1%	-17%	0.5%	-0.2%	6%	2.6%
CCOC(=O)c1cc2c(ccn2C)n1Cc1ccc(C#N)cc1	i	-21%	-12%	5%	29%	0.6%	-1.7%	-9%	-2.7%
CCOc1ncccc1C(=O)Nc1ccc2nc(C)sc2c1	nt	-12%	4%	-1%	-25%	2.9%	-0.8%	5%	3.6%
CCCCn1c(SCC(=O)Nc2nc(C)cs2)nnc1-c1cccnc1	i	-13%	23%	-5%	34%	-1.9%	0.0%	6%	-6.2%
Cc1nc(C)c(C(=O)NCc2ccccc2Cl)o1	i	16%	16%	-10%	-13%	-1.6%	-0.2%	-14%	2.0%
CS(=O)(=O)c1ccc(Cl)c(NC(=O)CSc2nncn2-c2ccccc2)c1	nt	-2%	5%	1%	2%	-1.5%	0.9%	47%	3.6%
Cc1ccc(C2SCC(=O)N2c2ccccc2)cc1 (configuration not stated)	nt	6%	11%	-10%	-16%	3.5%	-0.9%	-13%	2.9%
O=C(NNC(=O)C1CC=CCC1)c1ccccc1Br (configuration not stated)	nt	-24%	-4%	-5%	-30%[20 µM]	1.4%	-0.2%	-2%	-7.7%
Additional compounds
SMILES	Yfh1-off respiration	NOD1 NF-kB reporter	NOD2 inhibition	Dengue-2 NS5 capping	KOR beta-arrestin-1	HIV peptide binding	West Nile virus CPE	AID2073	KOR beta-arrestin-2	others
O=C(CCC(=O)Nc1ccc(Br)cc1)N/N=C/c1cc([N+](=O)[O-])ccc1O	i	8%	27%	-10%	9%	-0.6%	-0.8%	-4%	-4.3%
CCN(c1ccccc1)S(=O)(=O)c1cc(C(=O)Nc2ccc(Br)cc2)ccc1F	i	35%	38%	-1%	32%	-3.3%	-1.9%	4%	-1.2%
COc1ccc(N(CC(=O)NCc2ccccc2)S(C)(=O)=O)cc1	i	58%	-15%	-1%	-21%	1.1%	1.1%	4%	6.0%
CCCCn1c(NS(=O)(=O)c2ccc(C)cc2)c(S(=O)(=O)c2ccccc2)c2nc3ccccc3nc21	i	-35%	6%	1%	-2%	4.1%	-1.4%	7%	10%
COc1cccc(NC(=O)NC(C)C2CC3CCC2C3)c1 (configuration not stated)	i	-51%	2%	5%	8%	-0.3%	-0.4%	-2%	-1.3%
CC(C)N1CCC(N2CCN(Cc3cnc(-c4ccccc4)s3)CC2CCO)CC1 (configuration not stated)	i	-13%	9%	-4%	-12%	0.8%	-0.6%	37%	-4.9%
c1ccc(-c2ccc(-c3csnn3)cc2)cc1	i	-26%	-87%	1%	-20%	-0.3%	0.2%	8%	4.1%
CCOC(=O)c1cnc2c(C(F)(F)F)cccc2c1N1CCOCC1	i	-24%	-1%	5%	21%	-2.4%	0.8%	-4%	-0.4%
Cc1cccc(C(=O)Nc2cccc(C(=O)N/N=C/c3ccccn3)c2)c1	nt	-6%	15%	-3%	2%	0.5%	-0.4%	-4%	-3.2%
O=C(NCc1ccc2c(c1)OCO2)C1CCN(c2ncccn2)CC1	i	-10%	5%	-3%	-19%	19%	-0.2%	0%	4.2%
Cc1ccccc1CN1CCCOCCS1(=O)=O	nt	37%	3%	2%	-24%[20 µM]	0.8%	0.0%	11%	-1.5%
CCN(CC)CCCNC(=O)c1cc(-c2ccc(Cl)c(Cl)c2)on1	i	-64%	17%	-11%	-2%	1.3%	-1.2%	4%	-2.2%
O=C1CC(N2CCN(c3cccc(C(F)(F)F)c3)CC2)C(=O)N1c1ccccc1F (configuration not stated)	i	-9%	14%	0%	-1%	-1.3%	-0.2%	0%	16%
O=C(Nc1sc2c(c1C(=O)O)CCCCC2)c1cccnc1	nt	-64%	-24%	4%	6%[20 µM]	2.0%	1.8%	4%	1.1%
O=C(N/N=C/c1ccc(OC(=O)c2cccs2)cc1)c1cccc(F)c1	i	-21%	2%	-2%	-35%	1.3%	-0.1%	31%	-2.8%
O=C(Nc1ccc(S(=O)(=O)NCc2ccccc2)cc1)c1ccc(Br)o1	i	16%	13%	-3%	28%	1.4%	-0.5%	2%	-2.3%
CC(C)/C(=N\NS(=O)(=O)c1ccc(Br)cc1)c1cccs1	i	2%	10%	-2%	-18%[20 µM]	-0.7%	0.6%	20%	-3.1%
Cc1cc(C)c(NC(=O)c2cccc(NC(=O)c3ccco3)c2)c(C)c1	nt	-7%	14%	-7%	-16%	0.1%	-1.0%	-5%	-5.4%	Dengue-2 NS5 capping pilot replicate=-3.7
COc1ccc(/C=N/NC(=O)CCn2c3ccccc3c3ccccc32)cc1OC	i	49%	15%	0%	6%	-5.0%	0.0%	-1%	45%
COc1ccc(C(=O)Oc2cc3c4c(c2)C(C)=CC(C)(C)N4C(=O)C3=O)cc1OC	i	42%	26%	1%	-4%	-3.4%	0.1%	-12%	-1.9%
C=CCN1CCN(C(c2cccc(OC)c2OC)c2nnnn2CCC(C)C)CC1 (configuration not stated)	i	-20%	5%	-6%	-9%	0.1%	-0.4%	-2%	17%
Cc1ccccc1S(=O)(=O)Cc1ccc(C(=O)NC2CCCCCC2)o1	nt	29%	-8%	-11%	-66%	-0.1%	0.1%	9%	6.6%
CC(C#N)Sc1nnc(Nc2ccccc2)s1 (configuration not stated)	i	-22%	5%	2%	-1%	0.7%	0.0%	-8%	1.1%
CN1/C(=C\C(=O)C[n+]2cccc(Br)c2)C(C)(C)c2ccccc21	i	30%	38%	-8%	7%	0.0%	nt	2%	-1.8%
CSC(=O)NC(=O)NC(=O)c1ccc([N+](=O)[O-])cc1	i	-7%	10%	-2%	9%	1.0%	0.2%	21%	2.8%
The list goes on:
SMILES	Yfh1-off respiration	NOD1 NF-kB reporter	NOD2 inhibition	Dengue-2 NS5 capping	KOR beta-arrestin-1	HIV peptide binding	West Nile virus CPE	AID2073	KOR beta-arrestin-2	others
Cc1cccc(N2CCN(S(=O)(=O)c3ccc(-c4coc(C)n4)cc3)CC2C)c1 (configuration not stated)	nt	-20%	2%	-5%	-8%	0.9%	0.1%	9%	-0.8%
O=[N+]([O-])c1ccc(N=Nc2c(Cl)cc(O)cc2Cl)cc1	i	16%	-224%	9%	-12%	17%	1.0%	33%	0.8%
Cc1cc(NS(=O)(=O)c2ccc(NC(=O)COc3ccc(Cl)c(C)c3)cc2)no1	nt	-23%	18%	-2%	-40%	9.1%	-0.1%	-6%	-4.6%
Cc1ccc(S(=O)(=O)CC(=O)c2ccc(C(C)(C)C)cc2)cc1	i	-21%	-13%	-6%	27%	1.2%	-0.4%	4%	-2.5%
CCOC(=O)c1ccc(NC(=O)c2ccc[n+]([O-])c2)cc1	nt	-22%	-12%	3%	-59%	1.6%	-0.7%	-3%	1.6%
O=C(CSc1nnnn1C1CCCCC1)Nc1nc2c(s1)CCCC2	i	-7%	10%	-7%	-42%	-3.9%	-1.2%	-18%	7.0%
CCC(C)N1CCCCC1C(=O)Nc1c(C)cc(C)cc1C (configuration not stated)	i	-48%	3%	-6%	-8%	3.0%	0.0%	0%	-4.1%
CC(=O)NCc1ccc(-c2csc(N)n2)s1	i	1%	-2%	8%	-29%	-0.6%	0.0%	12%	-4.5%
CCC(=O)Nc1cc2nn(-c3ccc(C)cc3)nc2cc1C	i	58%*	27%	8%	-8%	-0.3%	0.0%	26%	-3.9%
CCC1C(=O)NCCN1C(=O)c1ccccc1OC1CCN(S(C)(=O)=O)CC1 (configuration not stated)	i	-8%	0%	-9%	-1%[20 µM]	-0.4%	0.6%	-17%	nt
